bIAP act: intestinal alkaline phosphatase (bovine) activation; activation factor at 20 µM; purified bovine IAP, CDP-star luminescence, 30 min; active compounds read high; fold of DMSO-control signal, blank-subtracted; 200,000 compounds, 0.17% hits;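 active means activation factor of 2 or more at 20 µM, a signal rise over negative controls twice the positive control's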
FLuc act counter: affects firefly luciferase, flagging false hits in luciferase stimulation screens; ATPlite luciferase biochemical, luminescence, 10 min; 0 = ATP-free wells, 1 = DMSO control; activation factor at 10 µM; 200,000 tested, under 10 active;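 active means luciferase activation factor, scaled between plate controls, of at least 2 with compound at 10 µM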
Target sequence (P08659 whole entry, looked up): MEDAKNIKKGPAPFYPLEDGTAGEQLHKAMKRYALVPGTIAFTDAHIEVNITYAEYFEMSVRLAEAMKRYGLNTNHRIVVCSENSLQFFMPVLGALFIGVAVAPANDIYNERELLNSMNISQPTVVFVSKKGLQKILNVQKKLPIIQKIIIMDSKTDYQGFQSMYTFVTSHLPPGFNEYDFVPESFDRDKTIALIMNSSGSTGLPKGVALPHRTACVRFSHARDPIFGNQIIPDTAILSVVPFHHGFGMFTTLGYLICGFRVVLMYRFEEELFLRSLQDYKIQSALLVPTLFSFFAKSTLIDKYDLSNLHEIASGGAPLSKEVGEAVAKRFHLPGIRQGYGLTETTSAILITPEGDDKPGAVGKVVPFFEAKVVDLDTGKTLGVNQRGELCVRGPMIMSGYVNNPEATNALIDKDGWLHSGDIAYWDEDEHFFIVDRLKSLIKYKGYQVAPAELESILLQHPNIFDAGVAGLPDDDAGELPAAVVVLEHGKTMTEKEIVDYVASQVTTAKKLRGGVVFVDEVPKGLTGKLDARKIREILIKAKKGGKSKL
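Assay system: Luciferase/luciferin reagent mix; Medium: PBS as buffer for the ATP substrate; Dosing: test compounds dosed from 2 mM stocks in 100% DMSO; Times: 10 min, room temperature; Signal: luminescence from luciferase reaction; Read-out: luciferase activation; Controls: No-ATP low control, compound-free enzyme-plus-ATP high control.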
PMI activator: phosphomannose isomerase (human) activation | 190,000 compounds, 0.005% hits | P34949 | purified human PMI, coupled resazurin fluorescence, 20 min; active compounds read high; 1 = vehicle control, 0 substrate-free wells | activation factor at 20 µM | AID 1214;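 active means activation factor of 2 or more at 20 µM, relative to plate controls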
Target sequence (P34949 whole entry, looked up): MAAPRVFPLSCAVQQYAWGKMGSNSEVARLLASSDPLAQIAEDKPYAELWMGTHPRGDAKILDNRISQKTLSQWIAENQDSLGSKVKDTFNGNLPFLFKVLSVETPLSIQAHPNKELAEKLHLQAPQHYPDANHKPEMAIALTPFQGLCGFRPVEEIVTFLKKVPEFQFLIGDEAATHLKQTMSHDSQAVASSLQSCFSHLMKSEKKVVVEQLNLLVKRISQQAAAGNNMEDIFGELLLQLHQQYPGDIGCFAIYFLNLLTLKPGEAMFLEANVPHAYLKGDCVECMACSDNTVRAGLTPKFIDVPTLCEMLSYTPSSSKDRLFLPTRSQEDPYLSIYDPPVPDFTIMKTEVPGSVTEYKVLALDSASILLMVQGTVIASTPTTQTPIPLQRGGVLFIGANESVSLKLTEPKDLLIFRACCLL
TNAP inh hi DEA: inhibitors of human TNAP at high phosphate acceptor concentration; P05186; AID 1135; purified TNAP, CDP-star luminescence, 1 M DEA; inhibition, % at 20 µM; 200,000 compounds, 0.03% hits;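 active means over 50% inhibition of tissue-nonspecific alkaline phosphatase at 20 µM in the single-dose screen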;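 further: plate controls were DMSO wells for no effect and EDTA-quenched wells as full inhibition for full effect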
APP 5'UTR act: activates APP 5'UTR luciferase reporter | SH-SY5Y APP 5'UTR luciferase reporter, luminescence; zero percent = DMSO vehicle wells | activation, % at 2 µM | AID 1276 | 190,000 compounds, 1% hits;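 active means activation above a set limit, based on mean plus 3 SD of controls, cut at about 140% in these data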; further: values of inactives mirror those of a sister screen read the other way
FLuc inh counter: counter-screen for luciferase assay inhibitors: firefly luciferase inhibition. P08659. ATPLite firefly luciferase biochemical luminescence, 10 min. 200,000 compounds, 1.5% hits. AID 1006. inhibition, % at 10 µM;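 active means inhibition above about 50% when tested at 10 µM, limit read from the data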
PMI act hi M6P: PMI (human) activation, high substrate. P34949. coupled PMI enzyme assay, resazurin fluorescence, 20 min; active compounds read high; 1 = untreated enzyme, 0 = substrate-free blank. activation factor at 20 µM. 190,000 compounds, 0.34% hits;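 active means activation factor of 2 or more at 20 µM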
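Test system: human phosphomannose isomerase with PGI, G6PDH, diaphorase coupling enzymes; amount: 15 ng/mL PMI; incubation: enzyme reaction with compound 20 min at room temperature; technique: resorufin fluorescence (Ex 544/Em 590 nm) from resazurin via diaphorase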
TNAP act hi DEA: activators of human TNAP at high phosphate acceptor concentration. purified TNAP, CDP-star luminescence, 1 M DEA, 30 min; active compounds read high; 0 = EDTA background, 1 = DMSO-only activity. 200,000 tested, under 10 active. P05186. activation factor at 20 µM;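 active means activation factor at least 2 at 20 µM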
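Test system – human TNAP · Doses – 20 µM single point · Incubation – 30 min, room temperature · Signal – luminescent substrate turnover signal · Read-out basis – activation factor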
TNAP inh noacc: TNAP (human) inhibition, acceptor-free conditions; P05186; purified TNAP, CDP-star luminescence, 30 min; inhibition, % at 20 µM; 200,000 compounds, 0.26% hits;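 active means tissue-nonspecific alkaline phosphatase inhibition above about 50% at 20 µM in the single-dose screen, limit read from the data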;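 further: 0% = DMSO negative control and 100% = EDTA positive control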
NF-kB expr up: NF-kB expression increase, human neuronal cells; fold change at 12.5 µM; 190,000 compounds, 1.6% hits; AID 1239; NF-kB reporter expression; active compounds read high; in the data active means fold change above about 3.3
* marks the source's active call; other numbers are inactive results; . = not tested or not shown.

SMILES	bIAP act	FLuc act counter	PMI activator	TNAP inh hi DEA	APP 5'UTR act	FLuc inh counter	PMI act hi M6P	TNAP act hi DEA	TNAP inh noacc	NF-kB expr up
O=c1[nH]ncc2c3ccccc3n(Cc3ccc(F)cc3)c12	1	1	1	-2	1	-1	1	1	-6	0.94
CC1CCCN(C(=O)c2ccc3nc[nH]c3c2)C1 (stereo not drawn)	1.1	1.1	1.1	-5	2	-9	1	1.1	10	1
Cc1ccc(C(=O)NNC(=O)c2ccc(SCC3CCCO3)c([N+](=O)[O-])c2)cc1 (stereo not drawn)	1	1	1	6	4	0	1	0.9	-7	0.96
Cc1cnc(NC(=O)CSC(=S)N2CCOCC2)s1	1.2	1	1.1	1	29	-2	1.1	1	-7	1.1
CC(C)(C)NS(=O)(=O)c1ccc(CCC(=O)O)cc1	0.9	1	0.9	-1	3	-4	0.9	1	-7	1.1
O=[N+]([O-])c1ccc2c(c1)ncn2-c1ccccc1	0.9	1	1	-1	5	2	1.1	1	-6	1.2
COc1ccc(CS(=O)(=O)/C(Cl)=C(/Cl)C(=O)Nc2ccc(OC)nc2)cc1	0.8	1	1	-1	-84	-4	1	1	0	0.11
CCOC(=O)c1ccc(S(=O)(=O)NNC(=O)COc2ccc(C)cc2)cc1	1.1	1.1	0.9	-5	0	-8	0.9	1.1	-5	1.2
CCOc1ccc(Nc2oc(-c3ccco3)nc2C#N)cc1	1	1	0.9	-5	9	1	0.8	1	-7	1.2
O=C(/C=C/c1ccco1)Nc1ccc2nn(-c3ccccc3)nc2c1	0.9	1	1.1	-1	28	-2	1.1	1	2	1.5
CC(=O)Nc1ccc2c(c1)nc(CCN1CCN(C)CC1)n2C	1	1.1	0.9	-1	5	-6	0.9	1	-6	0.99
Cn1c(=O)n(C)c2cc([N+](=O)[O-])c(N3CCN(C(=O)c4cccc(Cl)c4)CC3)cc21	0.9	1.1	0.9	8	7	-6	1	0.9	1	0.53
CCN1CCN(c2ccc([N+](=O)[O-])c(Sc3nc4ccccc4[nH]3)c2)CC1	0.8	1	0.8	11	-15	-1	0.9	0.9	-27	2.2
S=c1[nH]nc(-c2cccnc2)n1/N=C/c1ccco1	1	0.9	1	-1	6	7	0.8	1	2	1
Cc1cc(Cl)ccc1OCC(=O)N1CCN(c2ncccn2)CC1	1	1.1	1	-2	-4	-7	1	1	-6	1
O=C(/C=C/c1ccco1)N/C(=C\c1ccco1)C(=O)NCCc1nc2ccccc2[nH]1	1.1	1	1.4	-2	-9	-4	1.2	1	-10	1.2
CCOc1ccc(CCNC(=O)C2CCN(C(=O)N(C)C)CC2)cc1OCC	1	1	1	1	-11	-4	0.9	1	13	1.2
CC(C)(C)NC(=O)NC(=O)COC(=O)COc1ccc2c(c1)CCC2	0.9	1	1	-7	2	-3	1	1.1	-20	1.1
CCCCN(CC)CCNC(=O)C1c2cc(OC)c(OC)cc2C(=O)N2CCc3ccccc3C12 (stereo not drawn)	1.8	1	1	-12	-5	-2	1	1.1	-49	1.3
Cc1cccc(OCCNc2cc(N3CCOCC3)ccc2[N+](=O)[O-])c1	0.9	1	0.8	3	8	-4	0.8	1	-3	1
CC(=O)c1cccc(NC(=O)COC(=O)C2=COCCO2)c1	1.1	1	1.1	-5	-22	-4	1	1	-1	1.2
COc1ccc(C)c2sc(NNC(=O)COc3ccccc3)nc12	1.1	1	1.1	-4	4	0	0.9	1	-123	1.1
O=c1[nH]c2ccccc2nc1/C=C/c1ccc(F)cc1	1.1	0.3	1.1	-9	107	68*	1.1	1.1	-14	1.8
c1cc(C2OCCN2CC2COC3(CCCC3)O2)ccn1 (stereo not drawn)	1	1.1	1	-2	9	-7	1	1	-2	1.2
Cc1ccc(C2Nc3ccccc3NC3=C2C(=O)OC(C)C3)cc1 (stereo not drawn)	0.9	1	0.9	-2	-4	-4	0.9	1	-3	1.1

Part of the list above, set out differently:
| Compound | bIAP act | FLuc act counter | PMI activator | TNAP inh hi DEA | APP 5'UTR act | FLuc inh counter | PMI act hi M6P | TNAP act hi DEA | TNAP inh noacc | NF-kB expr up |
| --- | --- | --- | --- | --- | --- | --- | --- | --- | --- | --- |
| CC(C)(C)NS(=O)(=O)c1ccc(CCC(=O)O)cc1 | 0.9 | 1 | 0.9 | -1 | 3 | -4 | 0.9 | 1 | -7 | 1.1 |
| O=[N+]([O-])c1ccc2c(c1)ncn2-c1ccccc1 | 0.9 | 1 | 1 | -1 | 5 | 2 | 1.1 | 1 | -6 | 1.2 |
| COc1ccc(CS(=O)(=O)/C(Cl)=C(/Cl)C(=O)Nc2ccc(OC)nc2)cc1 | 0.8 | 1 | 1 | -1 | -84 | -4 | 1 | 1 | 0 | 0.11 |
| CCOC(=O)c1ccc(S(=O)(=O)NNC(=O)COc2ccc(C)cc2)cc1 | 1.1 | 1.1 | 0.9 | -5 | 0 | -8 | 0.9 | 1.1 | -5 | 1.2 |

The listing continues:
SMILES	bIAP act	FLuc act counter	PMI activator	TNAP inh hi DEA	APP 5'UTR act	FLuc inh counter	PMI act hi M6P	TNAP act hi DEA	TNAP inh noacc	NF-kB expr up
O=C(Nc1ccc(Oc2ccccc2)cc1)c1cnc2n(c1=O)CCS2	1.1	1	1	-2	4	0	1	1	-11	1.2
NC(=S)N/N=C/c1coc2ccc(Cl)cc2c1=O	1.1	1	0.8	-1	-2	-4	0.9	1	-9	0.79
CNCc1cc(Cl)cc(OC)c1OC(C)C	1	1.1	1.1	-5	21	-8	1	1	-2	1
O=C(O)c1ccc2nc3c(nc2c1)-c1ccccc1C3=O	0.9	1.1	1.4	-4	-2	-7	1.1	1	4	1.4
COc1ccc(/C=C/C2=CC(C)(C)NC(=S)N2)cc1	0.9	1	1.1	-1	0	-5	1.1	1	-8	1.2
Cc1c(C(O)CN2CCN(Cc3ccc4c(c3)OCO4)CC2)c2ccccc2n1C (stereo not drawn)	1	1	0.8	-4	-1	-3	0.9	1	-8	0.84
Cc1ccc(-c2noc(C3CCCN(C(=O)c4c(F)cccc4F)C3)n2)cc1 (stereo not drawn)	1.1	1	1	-5	-6	-3	0.9	1.1	-5	1.3
O=C(CNCCC1=CCCCC1)Nc1ccc(N2CCCCCC2)cc1	1.2	1.1	0.8	-4	5	-8	0.8	1	-38	1.1
NC(=O)[C@@H]1CCCN1Cc1nc(-c2cccs2)no1	1.1	1	0.9	0	12	-4	0.9	1	-4	1.3
NS(=O)(=O)c1ccc(CCNC(=O)CN2CCN(c3ccccc3O)CC2)cc1	0.7	1.1	0.9	-3	-1	-14	0.9	1	6	0.89
Cc1cc(NC(=O)CCN2C(=O)/C(=C/c3ccccc3F)SC2=S)no1	1	1	1	8	-4	2	0.5	0.9	4	1.1
CCN(CC)C(=O)CSCc1cnn(-c2ccccc2)c1-n1cccc1	1.1	1	0.9	-6	14	-3	0.9	1.1	-11	0.94
O=C1CC(C(F)(F)C(F)(F)C(F)(F)C(F)F)=Nc2ccccc2N1	0.9	1.1	1.1	-5	-2	-9	1	1.1	7	1.5
OC(COCc1ccc(Cl)cc1)CN1CCc2ccccc2C1 (stereo not drawn)	0.9	1.1	1	-4	9	-9	1.1	1	-18	1.1
COc1cccc(Nc2nnc(SCC(=O)Nc3sccc3C(N)=O)s2)c1	1.1	1	1	-2	18	2	0.9	1	-3	0.93
Cc1nc2ccccn2c1C(=O)NCc1cccnc1	0.9	1.1	1	-4	-4	-5	1	1	-9	1.1
CCOC(=O)c1cc(NC(=O)COC)ccc1O	1.1	1	0.9	0	2	2	0.8	1	-3	1.1
COc1cc(C)c(C(C)C)cc1S(=O)(=O)N1CCOCC1	1	1.1	1.1	-7	-6	-7	1.1	1.1	14	0.94
COc1ccc(CCNCC(O)c2ccccc2)cc1 (stereo not drawn)	1	1	1	2	7	-2	1.1	1	-5	0.89
O=C(COC(=O)c1ccc(O)cc1)NCCC1=CCCCC1	1.1	1	1	-2	13	-5	1	1	-77	1.1
COc1ccccc1N1C(C)=CC(=C(C#N)c2nc3ccccc3s2)C=C1C	0.7	0.9	0.8	8	60	8	0.8	0.9	-4	0.45
CCn1ncc(C2=NOC(C(=O)Nc3cccnc3)C2)c1C (stereo not drawn)	1	1	0.8	-9	11	5	0.9	1.1	-9	1
CCCn1c(N)c(C(=O)CSc2nc3ccccc3c(=O)n2-c2ccc(OC)cc2)c(=O)[nH]c1=O	1.1	1	1.1	5	4	1	1	0.9	5	1.1
O=C(c1cc2ccccc2o1)N1CCC(N2CCC(C(=O)N3CCCC3)CC2)CC1	1	1	1	-10	15	-4	0.9	1.1	-16	1.3
COc1ccc(N2CCN(C(CNC(=O)OCc3ccccc3)c3ccco3)CC2)cc1 (stereo not drawn)	1.1	1.1	1	-2	19	-6	0.9	1	3	1.2

Remaining list, next part:
SMILES	bIAP act	FLuc act counter	PMI activator	TNAP inh hi DEA	APP 5'UTR act	FLuc inh counter	PMI act hi M6P	TNAP act hi DEA	TNAP inh noacc	NF-kB expr up
CC(C)Oc1ccc(C(=O)Nc2ccccc2N2CCOCC2)cc1	1	1	1	-6	8	0	1	1.1	-11	1.1
Oc1c(CN2CCN(c3ccccn3)CC2)cc(Cl)c2cccnc12	1.3	1	0.5	-4	-78	-4	0.4	1	-19	1.3
CCCCCNCc1ccc(OCc2ccc(Cl)nc2)c(OC)c1	0.9	1	0.9	-4	-20	-3	0.9	1	-6	0.9
N#Cc1c(NC(=O)c2ccccc2)sc2c1CCC2	0.9	0.8	0.9	-2	109	22	0.9	1	-16	3.8*
COc1ccc(-c2nnc(SCc3ccccc3F)o2)cc1OC	0.9	1	0.8	-3	91	0	0.9	1	-8	2
Nc1cccc(C(=O)Nc2ccco2)c1	0.9	1.1	0.9	-3	1	-6	0.9	1	-9	1.4
CN(Cc1nc2ccc(F)cc2[nH]1)Cc1nc(CC2CC2)no1	1.1	1.1	1	-5	-12	-6	1	1.1	-18	1.1
CCOc1ccccc1N1CCN(CC(=O)N(CC(C)C)c2c(N)n(CC(C)C)c(=O)[nH]c2=O)CC1	1	1	1	-2	-2	-4	1	1	-8	1
COc1cccc(C2C(C(=O)OC(C)C)=C(C)Nc3ncnn32)c1 (stereo not drawn)	0.9	1.1	0.9	-1	7	-6	1	1	-9	0.82
CC(=O)NN1C(=O)/C(=C\c2ccc(C)cc2)SC1=S	1	0.9	1	-4	24	13	0.9	1	-9	0.99
Cn1cc(C(N)=O)c2ccccc21	1.1	1.1	1.1	-4	-5	-13	1.1	1	-8	1.3
CCOC(=O)c1nnn(CC(=O)Nc2cccc(Cl)c2C)c1C(=O)OCC	0.9	1.1	1	-5	-2	-9	1	1	-12	1
CCOC(=O)C1CCCN(C(=O)c2cc3c(-c4cccc(OC)c4)nn(C)c3s2)C1 (stereo not drawn)	1	1.1	0.8	-7	-1	-8	0.8	1.1	-13	0.62
O=C(CCn1c(=O)[nH]c2ccccc2c1=O)NCCCN1CCN(c2cccc(Cl)c2)CC1	1.1	1	0.9	1	9	-5	1	1	9	0.93
COc1ccc(/C=N/n2c(-c3cccs3)n[nH]c2=S)cc1	1	1	0.9	-1	8	-3	1	1	18	5.2*
C/C(=N\NC(=S)Nc1cccc(C)c1)c1cc2ccccc2o1	0.8	1	0.9	-2	-1	3	1.1	1	-69	.
CCOC(=O)N1CCN(C(=O)CN(C2CCCCC2)S(=O)(=O)c2ccc(C)cc2)CC1	1.1	1	0.9	-4	2	-3	0.9	1	-12	0.95

Source: PubChem BioAssay (several laboratories)
